# High-throughput results: PubChem BioAssay, several laboratories
# RTF Ca sens act: increases calcium sensitivity of human cardiac regulated thin filaments | P19429+P45379 | IANBD-labeled TnC RTF fluorescence at EC20 calcium; 0% EC20 calcium, 100% full calcium | activation, % at 7.2 µM | 340,000 tested, 0.24% active | AID 493008;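 active = activation above the mean over all tested compounds plus 3 SD, cut at about 30% in these data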;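 also: rise in fluorescence read as greater calcium sensitivity of cardiac thin filaments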
# dFosB act: mouse delta FosB homodimer activation; P13346; purified delta FosB, TAMRA-CDK5 oligo fluorescence polarization; percent of positive-control signal above neutral wells; activation, % at 25 µM; 340,000 tested, 0.99% active;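 active = mean activation above about 17%, with every replicate also reaching it, limit read from the data, passing the limit was not always enough; inconclusive = only one of the two conditions met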;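 also: fluorescence polarization rise as delta FosB binds a TAMRA Cdk5 AP-1 oligo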
# Target sequence (P13346 whole entry, looked up): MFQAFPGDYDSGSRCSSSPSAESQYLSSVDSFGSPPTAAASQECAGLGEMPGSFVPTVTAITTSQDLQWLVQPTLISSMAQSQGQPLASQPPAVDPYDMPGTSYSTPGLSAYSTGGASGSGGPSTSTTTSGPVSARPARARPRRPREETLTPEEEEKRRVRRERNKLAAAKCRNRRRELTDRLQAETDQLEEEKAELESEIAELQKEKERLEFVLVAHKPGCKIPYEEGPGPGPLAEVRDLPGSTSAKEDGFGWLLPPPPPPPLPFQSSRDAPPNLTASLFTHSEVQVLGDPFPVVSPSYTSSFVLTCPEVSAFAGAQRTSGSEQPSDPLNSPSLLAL
# Mot1-301 SUMO: blocks SUMOylation pathway, rescuing yeast Mot1-301 growth; growth rescue, % at 18.8 µM; AID 2716; S. cerevisiae Mot1-301 growth rescue, ATP luminescence, 38.5C; percent above DMSO median, 100 means doubled; 320,000 tested, 1% active;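 active = every valid replicate shows activation above 250% relative to neutral control wells; inactive = the rest, any valid replicate at or below 250%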;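 also: OY570 slx delta 5 strain wells were the positive control but not used for scaling; some compounds called inactive have numbers as strong as hits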
# Rtt109 Vps75: blocks Candida albicans Rtt109/Vps75 acetyltransferase activity. Q5AAJ8. 330,000 tested, 0.16% active. inhibition, % at 34.9 µM. purified Rtt109/Vps75, ThioGlo CoA-SH fluorescence, 4 h;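 active = inhibition of at least 50% in every replicate; inconclusive = best replicate reaches 50% inhibition but some replicates fall short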
# CDK5 inh: inhibitors of human CDK5/p35 kinase; Q00535+Q15078; Recombinant CDK5/p35, ADP-Glo luminescence, 60 min; inhibition, % at 10 µM; 330,000 tested, 0.01% active;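 active = highest replicate inhibition of at least 50% and at least 75% of replicates reaching 50%; inconclusive = only one of the two criteria met; inactive = both criteria failed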;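 also: plate controls were DMSO neutral control for no effect and GW8510 at 10 µM for full effect; many of its hits are not listed in these tables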
# RTF Ca sens inh: cardiac RTF calcium desensitization; 340,000 tested, 0.12% active; inhibition, % at 7.15 µM; AID 493244; P19429+P45379; IANBD-labeled cardiac RTF, Ca2+ fluorescence;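 active = inhibition above the mean inhibition of all tested compounds plus 3 SD, cut at about 17% in these data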;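 also: assay run at fixed EC70 calcium of 1.6 mM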
# PfHsp90 yeast 2: reduces growth (ATP signal) of yeast expressing P. falciparum Hsp90 | S. cerevisiae expressing PfHsp90, BacTiter-Glo ATP, 48 h; yeast lacking PDR1 and PDR3 efflux regulators | 310,000 tested, 0.32% active | inhibition, % at 9.4 µM | AID 504621;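 active = every replicate shows inhibition above about 80%, whatever the replicate mean, limit read from the data; inconclusive = mean inhibition reaches the set limit but some replicate falls short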;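 also: 0% = DMSO neutral controls and 100% = 20 µM radicicol positive controls; yeast relying on Plasmodium falciparum Hsp90 in place of its own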
# C-LANA FP: blocks KSHV LANA C-terminal domain binding to DNA | MBP-C-LANA/FAM-LBS DNA binding, fluorescence polarization | inhibition, % at 9 µM | 340,000 tested, 0.078% active | AID 504423;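 active = highest replicate inhibition at or above 60% at 9 µM, even if other replicates fall short; inactive = all replicates below 60% inhibition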;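 also: 0% = neutral control wells and 100% = 4 µM acridine orange control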
# PvdQ inh: blocks Pseudomonas aeruginosa PvdQ acylase activity; 340,000 tested, 0.063% active; purified PvdQ acylase, fluorescence plate reader; inhibition, % at 10 µM; in the data active = inhibition above about 30%, passing the limit was not always enough; inconclusive = no clear call, values can overlap the other calls;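 also: 0% = vehicle neutral wells and 100% = reference inhibitor wells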
# NSD2 inh: blocks human histone methyltransferase NSD2; NSD2 peptide methylation, AlphaScreen, 120 min; inhibition, % at 12.5 µM; 310,000 tested, 0.54% active; in the data active = inhibition above about 50%
# Keap1-Nrf2 PPI: disrupts human Keap1 binding to Nrf2 peptide; 340,000 tested, 0.15% active; Keap1 Kelch-Nrf2 peptide fluorescence polarization, 1536-well; inhibition, % at 9.4 µM; Q14145; AID 504523; in the data active = inhibition above about 12%; inconclusive = no clear call, values can overlap the other calls; inactive = below about 7.3%;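 also: human Keap1 Kelch domain with fluorescein labeled Nrf2 9mer peptide probe; 0% = neutral control wells and 100% = peptide positive control; higher means more block of Keap1 binding to Nrf2 peptide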
# Target sequence (Q14145 whole entry, looked up, the tested form may be a part): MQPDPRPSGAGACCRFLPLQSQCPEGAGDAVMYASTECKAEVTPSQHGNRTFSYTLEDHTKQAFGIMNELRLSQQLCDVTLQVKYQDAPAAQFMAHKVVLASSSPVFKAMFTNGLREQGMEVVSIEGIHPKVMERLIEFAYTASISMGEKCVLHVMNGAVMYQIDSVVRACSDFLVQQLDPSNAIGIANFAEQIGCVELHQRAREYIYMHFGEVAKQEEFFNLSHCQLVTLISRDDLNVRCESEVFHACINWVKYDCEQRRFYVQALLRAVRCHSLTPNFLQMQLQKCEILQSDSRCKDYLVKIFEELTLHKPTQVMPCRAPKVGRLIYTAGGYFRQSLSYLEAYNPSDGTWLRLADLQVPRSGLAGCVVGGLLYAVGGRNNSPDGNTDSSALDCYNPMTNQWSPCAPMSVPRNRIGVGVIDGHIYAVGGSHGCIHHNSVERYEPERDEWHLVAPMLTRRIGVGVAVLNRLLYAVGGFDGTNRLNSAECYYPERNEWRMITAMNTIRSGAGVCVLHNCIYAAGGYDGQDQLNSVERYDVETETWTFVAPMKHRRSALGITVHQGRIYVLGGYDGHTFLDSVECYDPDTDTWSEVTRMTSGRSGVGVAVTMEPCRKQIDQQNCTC
# * hit, by the source's call; ? = inconclusive; . = no result given. Compounds were not picked by outcome; overall some 3.2% were active at least once.
SMILES,RTF Ca sens act,dFosB act,Mot1-301 SUMO,Rtt109 Vps75,CDK5 inh,RTF Ca sens inh,PfHsp90 yeast 2,C-LANA FP,PvdQ inh,NSD2 inh,Keap1-Nrf2 PPI
CCOC(=O)c1c(NC(=O)CSc2cccc[n+]2[O-])sc(C(=O)Nc2ccccc2)c1C,6,-26,.,4,0.0,-6,-44,2.3,-11,-2,-2
O=[N+]([O-])c1cccc(C2(O)COc3ccccc3O2)c1 (centres undefined),-4,4,-5,-4,1.1,-3,-10,-3.8,6,-3,0
CCOC(=O)c1ccc(NC(=S)NC(=O)C2CCCC2)cc1,-6,-9,-11,6,2.7,-5,-22,1.9,5,0,-5
Cc1ccc(-n2ncc(-c3nn[nH]n3)c2N)cc1,1,4,0,-2,4.6,-2,-3,-1.9,9,-3,-3
Cc1cccc(Cn2c(CN3CCN(Cc4ccccc4)CC3)nc3c2c(=O)[nH]c(=O)n3C)c1,-1,-26,58,6,-0.8,-7,3,0.5,-8,.,3
COc1cc(NC(=O)C2CCCCC2)c(OC)cc1NC(=O)c1ccco1,-6,-4,73,3,0.6,-4,.,-1.2,6,.,0
O=C(C[C@H]1C(=O)N(C2CCCCC2)C[C@@H]1Cc1ccccc1)Nc1ccccc1,-5,7,2,-4,1.4,7,5,0.2,5,.,5
Cc1cccc2cc(COC(=O)C3CCCCC3)c(=O)[nH]c12,7,-4,-10,0,-0.9,12,-25,-1.1,-9,-2,-4
COc1ccc(CCNC(=O)C(CC(C)C)NC(N)=O)cc1 (centres undefined),13,-11,4,12,0.2,-16,-2,0.2,8,-1,1
COc1cccc(-c2cc(C(=O)Nc3cc(C)nn3-c3ccccc3)no2)c1,3,3,259,-4,0.6,8,.,0.0,-5,-6,4
O=C(Cn1[nH]c(=O)c2ccccc2c1=O)Nc1cccc(S(=O)(=O)N2CCCCCC2)c1,2,5,11,5,0.9,3,4,-1.1,3,1,-4
O=C(N/N=C/c1cccc2ccccc12)c1cccc(F)c1,-3,-15,2,-6,0.6,-1,-10,-1.2,-1,-1,0
Cc1sc2nc(SCC(=O)C(C)(C)C)n(Cc3ccco3)c(=O)c2c1C,-2,-5,406,1,-2.4,-4,.,0.6,-11,1,-1
Cc1ccc(C(=O)OCC(=O)NNC(=O)c2ccccc2)c(O)c1,2,1,-10,-3,-0.3,-3,23,0.1,-10,3,-6
COc1ccc(C(=O)N2CCCN(C)CC2)cc1S(=O)(=O)N1CCCc2ccccc21,8,-6,3,-4,-0.6,2,.,1.5,-13,4,-3
O=S(=O)(c1ccc(N2CC=C(c3ccccc3)CC2)nc1)N1CCCC1,2,-9,45,-7,-1.7,-7,.,-1.1,-9,25,-1
CC(C)CN(C(=O)c1cc(Cl)nc2ccccc12)C1CCS(=O)(=O)C1 (centres undefined),14,-6,.,42,0.1,2,.,1.4,0,0,-5
Cc1nc2ccc(Cl)cc2c(-c2ccccc2Cl)c1CC(=O)O,1,-2,10,11,1.7,-4,-16,3.2,6,-2,0
O=Nc1ccc(NOC(=O)c2ccccc2)cc1,2,-6,-14,-26,.,-7,2,0.2,-26,-2,0
N/C(=N\OC(=O)c1cccc(Br)c1)c1ccc([N+](=O)[O-])cc1,2,-2,3,3,-0.9,0,-9,-0.9,-13,2,-2
C/C=C/C(=O)Nc1nnc(C(C)C)s1,2,4,7,-9,-0.6,-8,-3,1.3,-18,-1,-4
O=C(O)c1c(F)c(F)c(F)c(F)c1-c1ccc(Cl)cc1,1,-3,-15,-3,0.8,-9,-28,0.1,-9,0,4
O=C(CSC1=NCCS1)Nc1cccc(F)c1,0,0,-12,0,-0.3,-5,-5,-2.1,-12,0,-5
Cc1ccc(CNC(=O)[C@H](C)NC(=O)C2CCN(C(=O)[C@@H](N)CC(C)C)CC2)cc1,3,-10,9,-7,1.9,1,11,1.4,-3,.,-6

# A different layout for two compounds above.
SMILES	RTF Ca sens act	dFosB act	Mot1-301 SUMO	Rtt109 Vps75	CDK5 inh	RTF Ca sens inh	PfHsp90 yeast 2	C-LANA FP	PvdQ inh	NSD2 inh	Keap1-Nrf2 PPI
Cc1sc2nc(SCC(=O)C(C)(C)C)n(Cc3ccco3)c(=O)c2c1C	-2	-5	406	1	-2.4	-4	.	0.6	-11	1	-1
O=C(Cn1[nH]c(=O)c2ccccc2c1=O)Nc1cccc(S(=O)(=O)N2CCCCCC2)c1	2	5	11	5	0.9	3	4	-1.1	3	1	-4

# (next part)
SMILES,RTF Ca sens act,dFosB act,Mot1-301 SUMO,Rtt109 Vps75,CDK5 inh,RTF Ca sens inh,PfHsp90 yeast 2,C-LANA FP,PvdQ inh,NSD2 inh,Keap1-Nrf2 PPI
O=C(N/N=C/c1cc([N+](=O)[O-])ccc1O)C1CC1,5,-2,188,-9,0.8,7,-6,2.5,-9,0,-1
Cn1c(CNC(=O)C2CCCCC2)cc2cc(Cl)ccc21,-1,7,29,0,-0.2,-6,-1,-1.4,-15,0,-7
O=C(OCC(=O)N1CCCc2ccccc21)C1CCN(S(=O)(=O)c2cccs2)CC1,-5,3,21,8,-1.4,-3,-33,-0.2,-18,-1,-2
CCN(CC)C(=O)Cn1cc(SCC(=O)NCc2ccco2)c2ccccc21,1,0,-18,-1,0.5,8,-4,2.9,6,20,-1
COC(C(=O)N/N=C/c1ccc(OCC(=O)N2CCOCC2)cc1)c1ccccc1 (centres undefined),1,2,1,-5,-0.3,-20,-32,0.7,-16,2,-2
CCOc1ccc(OCC)c(NC(=O)C2CCN(S(=O)(=O)c3cccnc3)CC2)c1,6,-6,138,6,2.0,-4,-34,-0.6,-12,3,-5
O=C(N/N=C/c1ccccn1)c1cccs1,0,-11,-19,5,1.2,3,2,-1.4,6,4,1
CCCn1c(N)c(N(CCOC)C(=O)CCC2CCCCC2)c(=O)[nH]c1=O,0,-4,-12,-1,0.8,-2,1,-1.1,-5,2,-4
NC(=O)CC(NC(=O)c1ccccc1)c1ccc(NCc2ccccn2)c([N+](=O)[O-])c1 (centres undefined),2,-2,-1,2,-5.5,7,.,-2.2,-7,.,-2
Cc1ccc(/C=N\NC(=O)c2csnn2)cc1,0,-5,12,7,0.7,0,31,-0.5,-4,14,-4
COc1ccc(NS(=O)(=O)c2cccc(C(=O)N/N=C/c3ccccn3)c2)cc1,-2,-2,5,4,-1.6,11,-16,-0.5,3,-3,-2
COc1cccc2sc3ccc(C#CC4(O)CCCCC4)cc3c(=O)c12,3,-47,-25,-8,2.0,-3,-4,2.0,-15,.,-5
CC(=O)OC(C[N+]1(C)CCCCCC1)c1ccccc1 (centres undefined),-5,-1,0,-4,0.1,1,-7,2.7,0,-1,-6
O=C(Nc1cccc(S(=O)(=O)N2CCOCC2)c1)c1ccc(Cl)nc1,-2,-4,-3,6,-7.7,-7,-19,4.5,-16,0,-5
O=Cc1c(NCCc2ccc(F)cc2)c2ccccc2[nH]c1=O,1,2,29,0,2.1,-10,0,0.2,-9,-1,-2
COc1ccc(N(CC(=O)Nc2cc(Cl)ccc2C)S(=O)(=O)c2c(C)n[nH]c2C)cc1,2,-10,6,4,.,2,39,-2.0,-2,8,-8
O=C(COC(=O)C1CC1)NCCc1ccccc1,-5,-8,9,0,-1.8,-6,-13,-0.1,-5,-1,2
COc1ccccc1C(=O)NNC(=O)c1ccc(F)cc1,-2,7,-16,.,3.0,-6,11,-0.5,4,-3,-3
CCC(C(=O)Nc1cc(C)on1)c1ccccc1 (centres undefined),-4,2,12,2,0.7,-2,-5,-0.5,-13,-5,-4
COc1ccc(OC)c(-c2cc(C(=O)Nc3c(C)n(C)n(-c4ccccc4)c3=O)no2)c1,-2,-5,149,4,3.0,1,-3,-0.7,13,-1,-5
CCOC(=O)c1[nH]nc(-c2c(O)cc(C)cc2O)c1-c1csc(C)n1,2,-2,-10,?,0.5,4,2,-0.7,6,6,-4
Cc1nn2c(nc1=O)SCC(c1ccccc1)=N2,-7,-10,158,-47,0.9,-9,-18,-1.4,14,1,-9
CC[C@@H]1CC=C[C@H]2[C@H]1C(=O)N(Cc1ccccc1)[C@H]2c1ccoc1,0,-6,679*,2,2.2,-11,.,0.2,-7,.,-8
O=C(O)/C=C/C(=O)NNC(=O)c1cc(-c2ccccc2)n[nH]1,3,-13,-9,4,-1.1,-2,20,-0.8,-15,-6,-6
COc1ccc2cc3cc(C(=O)NCCCN4CCC(C)CC4)oc3nc2c1,-4,-33,3,-88,1.2,-5,-22,-3.3,-4,4,-1
Cn1c(=O)c2c(ncn2CC(=O)N/N=C/C(Br)=C/c2ccccc2)n(C)c1=O,8,-5,-3,-1,-0.7,-23,8,-3.2,0,3,-2
COc1cccc(CN(C)C(=O)C(CCSC)NS(=O)(=O)c2ccc3c(c2)OCCO3)c1OC (centres undefined),-3,-14,3,-2,-4.2,-31,16,0.3,-5,0,-2
CCN(Cc1cc(=O)[nH]c2ccccc12)C(=O)c1ccc(C)cc1,0,-1,7,6,-0.6,2,-5,-7.4,8,.,-1
CCOc1ccc(-n2c(=O)c3sccc3n(CC(=O)NCC3CCCO3)c2=O)cc1 (centres undefined),2,2,1,2,-1.0,3,8,-0.4,-7,-4,0
CC1CCN(S(=O)(=O)c2ccccc2[N+](=O)[O-])CC1,-2,-1,-1,2,0.0,5,7,2.2,17,-1,0
CC1=C(/C=C/C(=O)O)C(C)(C)CCC1,5,-7,-7,2,0.5,-14,.,0.0,-7,-2,-6
CCOc1ccc(S(=O)(=O)N2CCN(Cc3ccc4c(c3)OCO4)CC2)cc1OCC,-4,-11,8,2,1.5,-11,-47,-1.4,-11,-4,3
CC1(C)C(=O)OC(c2ccco2)C(C)(C)C1=O (centres undefined),0,1,104,-9,-0.6,4,-15,1.6,10,4,-2
COc1ccc(CN2CCC(=O)N(CCO)CC2)cc1OC,-1,-4,-30,-4,-0.7,-11,-15,1.1,-16,.,-1
Cc1c(NC(=O)C(C)Sc2nc(N)cc(=O)[nH]2)c(=O)n(-c2ccccc2)n1C (centres undefined),2,-10,-23,7,-0.4,-11,15,0.4,-8,0,1
Cn1c(Cn2c(=O)sc3ccccc32)nnc1SCC(=O)NCc1ccc2c(c1)OCO2,-1,8,-2,1,0.4,-3,20,1.5,-8,.,-7
CC(C)c1nc2cc(C(=O)NC(C)c3cnn(C)c3)ccc2o1 (centres undefined),-9,-9,-3,20,.,-1,5,-1.2,1,-1,0
C=CCNc1nnc(Cc2ccc(F)cc2)c(=O)[nH]1,1,-3,187,0,1.1,-2,-22,-0.6,-12,1,-2
C=CCNC(=S)/N=c1/ccccn1C,6,-1,8,-11,4.2,-3,-6,-35,6,7,-14
